Kir21 block = inhibitors of mouse Kir2.1 inward-rectifier potassium channel; HEK293-Kir2.1, FluxOR thallium flux fluorescence; stronger effect = lower value; P35561; AID 1672; B-score at 10 µM; 0.85% of 310,000 active;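 active = fluorescence ratio B-score at or below minus 3 SD of library scores, with starting-brightness B-score within 2 SD, cut at about -4.2 in these data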;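 also: channel flux triggered by added potassium and thallium sulfate stimulus; B-score of peak minus minimum fluorescence over baseline after thallium stimulus; more negative B-score means stronger Kir2.1 block with less thallium influx; some compounds called inactive have numbers as strong as hits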
Target sequence (P35561 whole entry, looked up): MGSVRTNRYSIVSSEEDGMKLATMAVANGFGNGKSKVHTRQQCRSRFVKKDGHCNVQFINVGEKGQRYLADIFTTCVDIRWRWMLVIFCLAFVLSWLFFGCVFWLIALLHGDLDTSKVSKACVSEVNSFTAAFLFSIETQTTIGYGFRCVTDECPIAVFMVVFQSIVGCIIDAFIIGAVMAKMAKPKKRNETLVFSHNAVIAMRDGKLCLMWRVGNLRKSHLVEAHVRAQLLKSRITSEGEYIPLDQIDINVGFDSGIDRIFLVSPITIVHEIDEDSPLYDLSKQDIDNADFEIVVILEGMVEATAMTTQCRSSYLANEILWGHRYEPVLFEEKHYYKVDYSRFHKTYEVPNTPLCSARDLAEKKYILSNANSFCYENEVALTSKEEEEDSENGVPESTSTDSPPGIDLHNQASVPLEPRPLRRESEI
STK33 inh = human STK33 kinase inhibition; purified STK33, MBP phosphorylation, ADP-Glo luminescence; inhibition, % at 10 µM; 0.073% of 320,000 active; AID 2661;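 active = inhibition at or above 25%, using the most active replicate where run in duplicate; inactive = inhibition below 25%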
Target sequence (Q9BYT3 whole entry, looked up): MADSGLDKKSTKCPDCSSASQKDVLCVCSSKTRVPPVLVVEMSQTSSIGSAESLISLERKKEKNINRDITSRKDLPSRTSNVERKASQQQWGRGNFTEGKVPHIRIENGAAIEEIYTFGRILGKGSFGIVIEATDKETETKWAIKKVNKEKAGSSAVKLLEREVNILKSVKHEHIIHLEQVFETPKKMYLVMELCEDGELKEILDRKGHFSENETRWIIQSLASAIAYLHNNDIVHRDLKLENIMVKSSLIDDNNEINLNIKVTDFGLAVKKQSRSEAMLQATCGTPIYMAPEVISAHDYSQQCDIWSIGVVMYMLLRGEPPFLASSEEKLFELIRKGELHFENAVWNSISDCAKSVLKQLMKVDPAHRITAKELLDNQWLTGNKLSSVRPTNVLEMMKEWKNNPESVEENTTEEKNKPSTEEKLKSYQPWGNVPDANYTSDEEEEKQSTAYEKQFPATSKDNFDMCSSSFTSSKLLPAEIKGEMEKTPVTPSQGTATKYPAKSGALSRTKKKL
* marks the source's active call; other numbers are inactive results; nt = no result given.

SMILES	Kir21 block	STK33 inh
COc1cccc(C(=O)NCC(=O)N/N=C/c2cn[nH]c2-c2ccccc2)c1	1.6	1.6
CCOc1ccc2nc(NCCNC(=O)Nc3ccccc3)c(C#N)cc2c1	1.1	7.2
CCCOc1ccc(S(=O)(=O)NNC(=O)c2cc3ccccc3o2)cc1	0.22	-1.1
Cc1occc1C(=O)NCCc1cccc(Cl)c1	0.57	-0.8
COc1cc(C(=O)NC(C)Cc2ccccn2)ccc1OC1CCN(C(C)=O)CC1 (stereo not given)	0.81	nt
Oc1ccc(Nc2ncnc3c2oc2ccccc23)cc1	0.96	8.9
Cc1ccc(NC2CCCN(C(=O)CCCN3CCCCC3=O)C2)cc1C (stereo not given)	0.76	-1.1
O=C(c1ccccc1)c1c(O)cc(-c2ccccc2)oc1=O	-0.48	-1.3
Cc1nn(C)c(C)c1CN(Cc1nc(CCC(C)C)no1)C(C)C	0.14	0.0
O=C(c1cc(COc2ccc(F)cc2Cl)on1)N1CCSCC1	0.08	-0.9
Cc1cc(=O)[nH]c2cc(Cl)ccc12	0.88	-0.8
O=C(CSc1nc(C2CC2)nc2ccccc12)Nc1ccccc1Cl	0.06	-0.2
O=C(COC(=O)C1CCN(S(=O)(=O)c2ccc3c(c2)OCCO3)CC1)NC1CCCCC1	1.5	-1.3
COc1ccc(-c2coc3cc(O)ccc3c2=O)cc1O	1.1	4.5
COc1ccc(CCNC(=O)C2CCCN2C(=O)Nc2ccc(F)cc2)cc1OC (stereo not given)	0.76	nt
COc1ccc(C2CC(c3ccc(Br)cc3)=NN2C(=O)CSC2=NCCS2)cc1 (stereo not given)	0.01	-1.3
Cc1ccc(OCC(=O)NNC(=O)c2cccnc2)cc1	-0.6	-0.9
C=CCOC(=O)C1=C(C)NC(=S)NC1/C=C/c1ccccc1 (stereo not given)	0.44	3.8
CC1CN(S(=O)(=O)c2cccc(C(=O)NNC(=O)C(C)Oc3ccccc3F)c2)CC(C)O1 (stereo not given)	0.05	0.0
O=C(N=C1SC2CS(=O)(=O)CC2N1c1ccccc1)c1cccc([N+](=O)[O-])c1 (stereo not given)	nt	-0.1
Cc1ccc(C2=NN(C(=O)CCC(=O)O)C(c3cccc([N+](=O)[O-])c3)C2)cc1 (stereo not given)	0.13	-0.4
CCc1ccc(NC(=O)C(=O)NNC(=O)COc2cccc(OC)c2)cc1	-1.5	-3.7
COCCN1Cc2cccc(C(=O)NCc3cccs3)c2C1=O	-0.42	-1.1
CCn1c2ccccc2n2c(=O)c(=O)n(CC(=O)Nc3ccc(C(C)C)cc3)nc12	-0.42	-1.9
CC1(C)CCc2c([nH]c3ccccc3c2=O)O1	-0.2	1.9
COc1ccc(/C=C/C(=O)NCC(=O)N2CCC(N(C)CCN3CCOCC3)CC2)cc1OC	0.41	-1.1
N#Cc1ccccc1NC(=O)c1cccc(COc2ccc(Cl)cc2Cl)c1	-0.36	1.0
O=C(Nc1ccccc1C(=O)O)c1cc(S(=O)(=O)Nc2cccc(F)c2)ccc1Cl	1.4	-0.7
COc1ccc(C)cc1NC(=O)CN1C(=O)COc2ccc(C)cc21	-1.2	-0.5
O=C(NCc1cccnc1)Nc1ccc(F)cc1F	-0.98	9.1
O=C(NCCN1CCOCC1)c1cc2sccc2n1Cc1ccc(Cl)cc1	-3.4	nt
CCc1ccc(NC(=O)Cn2ncn3c(cc4ccccc43)c2=O)cc1	0.15	-2.3
CC1(c2nnc(-c3ccccc3)o2)CC(c2ccc([N+](=O)[O-])cc2)=NO1 (stereo not given)	1.1	2.0
COC(=O)c1cc(C(=O)OC)[nH]n1	0.13	-1.5
O=C(Nc1ccccc1F)c1coc(=O)c(Br)c1	0.01	0.4
C=CCOC(=O)Nc1c(C(=O)OC)[nH]c2ccccc12	nt	0.1
Cc1ccc(CNC(=O)CCOc2ccc(C(C)(C)C)cc2)cc1	0.52	0.7
CCCn1nnc(NC(=O)c2ccc3ccccc3c2)n1	0.29	4.0
Cn1c(=O)n(C)c2cc([N+](=O)[O-])c(N3CCN(C(=O)c4ccccc4Cl)CC3)cc21	-0.27	0.0
O=C(COC(=O)Cc1c(Cl)cccc1Cl)NCCC1=CCCCC1	-0.71	-1.1
O=C(O)c1cn(-c2ccc(N3CCCC3)c(F)c2)c2c(F)c(F)c(F)cc2c1=O	-0.13	3.4
O=C(Nc1ccc2nsnc2c1)N1CCCCCC1	-0.53	-1.2
COC(=O)c1cccc(C(=O)Nc2cnc3ccccc3c2)n1	1.3	2.8
CCOC(=O)N1CCN(C(=O)C(C)c2ccc([N+](=O)[O-])cc2)CC1 (stereo not given)	0.01	-0.6
CS(=O)(=O)N(CC(=O)NC1CC1)C1CCCCC1	0.04	-1.2
CC(C)c1ccc(N(CC(=O)O)S(=O)(=O)c2cccnc2)cc1	-0.04	-0.6
Cc1ccc(C2CC(c3ccc(C)cc3)n3nc(N)nc3N2)cc1 (stereo not given)	-1.4	-0.1
CN(C)S(=O)(=O)c1cccc(NC(=O)CN(CCO)CC(=O)Nc2cccc(S(=O)(=O)N(C)C)c2)c1	-1.3	-4.5
COc1cccc(/C=N/n2c(-c3cc(C)[nH]n3)n[nH]c2=S)c1O	1.9	5.9
CCO[C@H]1OC(C(N)=O)=C[C@@H](C)[C@@H]1CCCO	1	-1.8

(further entries)
SMILES	Kir21 block	STK33 inh
COc1ccc(CNCc2cc(Cl)ccc2O)cc1	nt	-1.8
COc1ccccc1N1CCN(C(=O)CN2C(=O)C3CCCCC3C2=O)CC1 (stereo not given)	-0.78	-1.2
O=c1[nH]c2cc3c(cc2cc1CN(Cc1ccco1)C(=S)NCC1CCCO1)OCCO3 (stereo not given)	-1.8	-2.1
CCOC(=O)N1CCN(S(=O)(=O)c2ccc(OC)c3ccccc23)CC1	-1.9	3.0
O=C(CCc1ccccc1)NNC(=O)c1ccccc1C(=O)O	-0.92	-0.4
CCOc1ccc(C(C)=O)cc1COC(=O)CN1C(=O)NC2(CCCC2)C1=O	-1.5	-0.8
COc1ccc(C)c2sc(=NC(=O)c3cccc(N4C(=O)CCC4=O)c3)n(C)c12	0.27	2.1
Cc1ccccc1CC(=O)Nc1ccc(S(=O)(=O)N2CCOCC2)cc1	-1.8	-2.2
CCOc1ccc(NS(=O)(=O)c2ccc(OCC(=O)NCc3ccncc3)cc2)cc1	0.27	-0.8
O=C(NN=C1CCCCCC1)c1cccs1	0.7	-0.4
O=C(COC(=O)Cc1ccc(F)cc1)NC1CCCCC1	nt	-0.7
CCC(C)c1ccc(S(=O)(=O)Nc2cccnc2)cc1 (stereo not given)	-1.7	0.3
Cc1cc(C)c(NC(=S)N(CCN2CCCCC2)Cc2ccco2)c(C)c1	-2.3	-2.9
O=[N+]([O-])c1cc(S(=O)(=O)N2CCCC2)ccc1OCc1ccccc1	-0.07	0.1
COc1ccccc1NS(=O)(=O)c1cc(N)ccc1N1CCOCC1	nt	1.4
Cc1ccc2[nH]c(=O)c(C(c3nnnn3C3CCCC3)N(Cc3cccnc3)Cc3ccco3)cc2c1 (stereo not given)	-1.1	0.7
CCN1CCN(CCCNC(=O)CS(=O)(=O)Cc2nc(-c3ccccc3C)oc2C)CC1	-1	-1.0
COC(=O)Oc1cncc(C(=O)O)c1	-0.15	-0.7
Cc1ccc(C(=O)N2C3=C(CCCC3)C(=O)NC23CCCCC3)cc1	1.7	nt
NC(=O)c1nsc(C(=O)N(CC(=O)NC2CCCC2)Cc2ccc3c(c2)OCO3)c1N	-0.36	2.8
Cc1c(C(=O)NCCn2ccc3ccccc32)cccc1[N+](=O)[O-]	-1.8	-0.6
Cc1cccc(-c2c3c(=O)n(C)c(=O)n(C)c3cn2C2CCCCC2)c1	0.77	-2.4
Cc1nnc(SC(C)C(=O)Nc2ccc(Cl)cc2Cl)[nH]c1=O (stereo not given)	nt	0.1
COc1ccc(C(=O)Nc2nnc(C3=COCCO3)o2)cc1OC	-0.96	0.7
CC(C)Cn1nc(C(=O)OCC(=O)NCC(F)(F)F)c2ccccc2c1=O	0.09	-1.0
C[C@@H]1NC(=O)[C@@]2(C)[C@@H](c3ccccc3)[C@H]3COc4ccccc4[C@@H]3N2C1=O	nt	-1.5
CCC(C)C(=O)Nc1nnc(CCc2ccccc2)s1 (stereo not given)	-0.33	nt
O=C(CCc1ccccc1)NNC(=O)COc1ccccc1Cl	0	0.1
CCCCNC(=O)C(Sc1ccccc1)c1ccccc1 (stereo not given)	-0.09	-2.6
O=C(COc1ccccc1)N/N=C/c1sc(=O)n(Cc2cccc(C(=O)O)c2)c1Cl	0.41	0.4
COc1ccccc1N1CCN(C(=O)c2ccc(-c3ccc(Cl)cc3)o2)CC1	nt	-0.7
CCOC(=O)c1ccc2c(c1)n(CC)c(C)[n+]2CC	2.5	nt
CCCc1[nH]nc2c1C1(C(=O)N(CC)c3ccccc31)C(C#N)=C(N)O2 (stereo not given)	-0.03	0.2
CC(=O)c1cc(C#N)c(SCC(=O)Nc2nccs2)nc1C	0.08	-1.8
COC(=O)[C@]1(C)CCC[C@@]2(C)C3CC[C@@]4(C)C[C@]3(CCC21)CC(=O)N4Cc1ccc(OC)cc1 (stereo not given in full)	nt	0.2
CCS(=O)(=O)Nc1cccc(C2=NN(S(=O)(=O)c3ccc(C)cc3)C(c3ccco3)C2)c1 (stereo not given)	-0.12	-0.3
COc1cccc(NC(=O)CSc2nnc(Cn3c(=O)sc4ccccc43)n2C)c1	nt	-0.8
O=C(N/N=C/c1ccccc1C(=O)O)c1cc(-c2ccc3c4c(cccc24)CC3)n[nH]1	0.03	2.4
Cc1ccc(C)c(S(=O)(=O)NCCCc2ccccc2)c1	-0.39	-2.4
Cc1sc2nc(CSc3ncn[nH]3)[nH]c(=O)c2c1C	-0.76	0.0
O=C(Nc1ccccc1)N(C1=NCCC1)c1ccccc1	0.62	-0.8
O=c1[nH]c2cc(Cl)ccc2n(CCNc2ncc(C(F)(F)F)cc2Cl)c1=O	0.91	-0.8
N#CCc1ccc(NS(=O)(=O)c2ccc(C3CCCCC3)cc2)cc1	1.8	4.9
CCNC(=O)CC(=O)Nc1ccccc1C(=O)O	-0.98	-0.3
O=C(COC(=O)CCc1nc2ccccc2c(=O)[nH]1)Nc1ccc2c(c1)OCO2	-0.03	-1.3
CCC1(c2ccccc2)NC(=O)N(CC(=O)Nc2ccc(OC)nc2)C1=O (stereo not given)	-9.2	-0.9
CCOc1ccc(NC(=O)CN2C(=O)COc3ccc(S(=O)(=O)N4CCCC4)cc32)cc1	1.3	1.2
O=C(O)COc1ccc(/C=N/NC(=O)COc2nsnc2N2CCOCC2)cc1	-1.5	0.0
COc1ccc(NS(=O)(=O)c2ccc(NC(=S)NC(=O)c3cccc(F)c3)cc2)nn1	0.52	0.5
CCOc1cc(NC(=S)NCC(C)C)c(OCC)cc1NC(=O)c1ccco1	1.7	-0.3

6 records picked at random from the list so far, as already listed:
SMILES	Kir21 block	STK33 inh
CCOC(=O)c1ccc2c(c1)n(CC)c(C)[n+]2CC	2.5	nt
O=c1[nH]c2cc(Cl)ccc2n(CCNc2ncc(C(F)(F)F)cc2Cl)c1=O	0.91	-0.8
COc1ccccc1N1CCN(C(=O)c2ccc(-c3ccc(Cl)cc3)o2)CC1	nt	-0.7
O=C(N/N=C/c1ccccc1C(=O)O)c1cc(-c2ccc3c4c(cccc24)CC3)n[nH]1	0.03	2.4
CCOc1ccc(NC(=O)CN2C(=O)COc3ccc(S(=O)(=O)N4CCCC4)cc32)cc1	1.3	1.2
N#CCc1ccc(NS(=O)(=O)c2ccc(C3CCCCC3)cc2)cc1	1.8	4.9

Returning to the listing, starting 2 compounds before the break.
SMILES	Kir21 block	STK33 inh
COc1ccc(NS(=O)(=O)c2ccc(NC(=S)NC(=O)c3cccc(F)c3)cc2)nn1	0.52	0.5
CCOc1cc(NC(=S)NCC(C)C)c(OCC)cc1NC(=O)c1ccco1	1.7	-0.3
CCOC(=O)CNC(=O)c1cccs1	2	-3.6
Cc1cc(-c2csc(NC(=O)c3ccc(C#N)cc3)n2)c(C)n1Cc1ccco1	1.3	-2.3
O=C(NCc1ccco1)/C(=C\c1cccs1)NC(=O)c1cccs1	0.02	-0.5
COc1ccc(NC(C)=O)cc1NC(=O)CSc1nnc(-c2ccc(F)cc2)n1N	1.6	1.3
COc1cccc(-c2ncc3ccccc3c2COC(=O)c2cccc(Br)c2)c1	nt	-0.5
Cc1nc(C)c(C(=O)N(c2ccccc2F)C(C(=O)NCC2CCCO2)c2ccccc2)s1 (stereo not given)	1.2	0.2
Cc1cc(C(=O)CSc2nnc(-c3ccco3)o2)c(C)n1C	nt	0.1
CC1(C)C=Cc2c(ccc(-c3coc4cc(O)ccc4c3=O)c2O)O1	0.34	0.0
Cc1ccc(C)c(NC(=O)c2cnc3n(c2=O)CCS3)c1	-0.09	-1.3
Cc1cccc(NC(=O)CS(=O)(=O)c2cn(C)c3ccccc23)c1	-0.69	-0.4
Cc1nc2scc(-c3ccccc3)c2c(=O)n1/N=C/c1ccco1	1.8	-2.5

Bioassay records: PubChem BioAssay, several laboratories
